STK33 kinase inh: human STK33 kinase inhibition; Q9BYT3; purified STK33, MBP phosphorylation, ADP-Glo luminescence; inhibition, % at 10 µM; 320,000 compounds, 0.073% hits; AID 2661;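 active = inhibition at or above 25%, using the most active replicate where run in duplicate; inactive = inhibition below 25%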
Target sequence (Q9BYT3 whole entry, looked up): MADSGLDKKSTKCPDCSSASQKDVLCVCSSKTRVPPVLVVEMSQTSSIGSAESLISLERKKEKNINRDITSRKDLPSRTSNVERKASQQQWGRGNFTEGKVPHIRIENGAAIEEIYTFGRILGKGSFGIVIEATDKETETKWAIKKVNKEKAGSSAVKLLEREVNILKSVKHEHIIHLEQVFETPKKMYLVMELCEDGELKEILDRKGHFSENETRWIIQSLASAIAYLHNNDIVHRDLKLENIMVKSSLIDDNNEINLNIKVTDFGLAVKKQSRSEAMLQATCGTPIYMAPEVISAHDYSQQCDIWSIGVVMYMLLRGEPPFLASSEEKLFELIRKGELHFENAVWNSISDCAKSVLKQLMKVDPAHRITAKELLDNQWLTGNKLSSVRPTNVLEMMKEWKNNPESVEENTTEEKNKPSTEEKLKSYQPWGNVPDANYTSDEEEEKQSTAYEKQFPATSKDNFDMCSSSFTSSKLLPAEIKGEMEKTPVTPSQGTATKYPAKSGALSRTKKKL
KCNQ2 block: KCNQ2 potassium channel inhibitors, primary screen, cell-based, CHO-K1, FluxOR thallium flux, B-score (AID 2156) | 20 min; stronger effect = lower value | B-score at 10 µM | 310,000 compounds, 1.1% hits;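 active = fluorescence ratio B-score at most minus 3 library SDs, with starting brightness B-score within 2 library SDs, cut at about -5.5 in these data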
OX1R FRET antag: antagonists of human orexin 1 receptor (OX1R). OX1R-expressing cells, FRET antagonist read-out. inhibition, % at 6.6 µM. 330,000 compounds, 1.8% hits. AID 485270; in the data active = inhibition mostly above about 38%, no sharp cut-off; inactive = mostly below about 40%;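 note: 0% = agonist challenge alone and 100% = reference antagonist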
Target sequence (O43613 whole entry, looked up): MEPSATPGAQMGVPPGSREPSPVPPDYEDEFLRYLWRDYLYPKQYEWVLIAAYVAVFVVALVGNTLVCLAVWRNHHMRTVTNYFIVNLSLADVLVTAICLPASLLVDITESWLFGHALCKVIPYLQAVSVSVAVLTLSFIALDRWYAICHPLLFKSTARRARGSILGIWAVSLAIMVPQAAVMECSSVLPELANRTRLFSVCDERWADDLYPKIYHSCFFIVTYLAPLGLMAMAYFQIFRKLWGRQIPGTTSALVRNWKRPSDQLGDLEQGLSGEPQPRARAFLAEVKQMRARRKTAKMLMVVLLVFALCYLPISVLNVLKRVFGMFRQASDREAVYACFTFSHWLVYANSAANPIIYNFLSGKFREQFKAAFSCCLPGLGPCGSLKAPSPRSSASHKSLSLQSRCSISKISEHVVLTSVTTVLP
An asterisk follows results filed as active; i = inactive; / = no result given.

STK33 kinase inh	KCNQ2 block	OX1R FRET antag	molecule
-2.4	i	29	Nc1nc(SCc2ccc([N+](=O)[O-])cc2)c2ncn(C3OC(CO)C(O)C3O)c2n1 (stereo not drawn)
1.2	/	6	Cc1ccc(S(=O)(=O)NC(CC(C)C)C(=O)NCCCn2nc(C)cc2C)cc1 (stereo not drawn)
0.5	i	0	CCc1ccc(N2C(=O)Nc3ccc(Br)cc3C2(O)C(=O)NCCN(C)C)cc1 (stereo not drawn)
0.2	i	20	COC(=O)c1cc2ccsc2n1CC(=O)N1CCCc2ccccc21
0.1	i	/	CC1CN(C(=O)NCc2ccccc2)c2cc(Cl)ccc2O1 (stereo not drawn)
-1.7	i	9	CN(CC(=O)NCc1cccnc1)S(=O)(=O)c1ccc2c(c1)c(=O)n(C)c(=O)n2C
-1.1	i	9	Cc1noc(C)c1CSCC(=O)N(C)CC(=O)Nc1ccccc1Cl
-0.8	i	4	O=C1[C@H]2[C@@H](c3ccc(F)cc3)N3C(=O)N(c4ccccc4)C(=O)[C@@]3(Cc3ccc(Cl)cc3)[C@H]2C(=O)N1C1CCCCC1
0.5	i	43	Cc1cc2cc(CCNC(=O)c3ccc(Br)o3)c(=O)[nH]c2cc1C
-0.5	i	23	Cc1ccc(COc2cccc3c2CCN(Cc2ccc(F)cc2)C3=O)cc1
0.0	i	13	O=C(CSc1ncn(-c2ccccc2)n1)Nc1nc2ccccc2s1
0.9	i	24	COc1ccccc1CC(NC(C)=O)C(=O)NC1CCN(S(=O)(=O)c2ccc(NC(C)=O)cc2)CC1 (stereo not drawn)
-1.6	i	5	COc1ccc(C(=O)CSc2nnc(CN3CCCCC3)n2-c2ccc(Cl)cc2)cc1OC
-2.9	-5.8*	30	Cc1ccc(Cl)cc1N1CCN(C(=S)NCCc2ccccc2)CC1
-0.3	i	12	CC1=C(C)CC(C(=O)Nc2ccc(C(=O)N3CCOCC3)cc2)C(C(=O)O)C1 (stereo not drawn)
-0.4	i	22	COc1ccccc1CNC(=O)c1ccc(OC(C)C)cc1
0.8	i	6	COc1ccc(CNC(=O)CSc2nnc(C)c(=O)[nH]2)cc1
0.6	i	-1	Cc1ccc(C(=O)NC(=S)Nc2ccc(-c3ccc(CO)o3)cc2)cc1
1.4	i	7	c1ccc(-n2nnnc2-n2ccnc2)cc1
-0.4	i	7	CCOc1ccc(NC(=O)C2CCCN(S(=O)(=O)c3c(C)noc3C)C2)cc1 (stereo not drawn)
-1.0	i	9	O=C(COc1cccnc1[N+](=O)[O-])NCCc1ccc(Cl)cc1Cl
-3.3	i	-2	CC(=O)NCC(=O)OCC(=O)c1ccc(C)cc1
-1.3	i	11	Cc1noc(C)c1/C=N/Nc1ccccn1
-0.3	i	6	O=C(O)c1ccc(N/N=C/c2ccc(-c3cccc(Cl)c3)o2)cc1
2.0	i	14	COc1ccc(C2=NN(c3ccccc3)C(=O)/C2=C\c2ccc(O)c(OC)c2)cc1
1.4	i	6	O=C(O)c1cccc(NC(=O)c2ccc3c(c2)C(=O)N(c2ccccc2)C3=O)c1
1.1	i	18	COC(=O)[C@H](Cc1c[nH]c2ccccc12)NC(=O)Nc1ccccc1OC
-0.2	i	7	COc1ccc(S(=O)(=O)NCC(=O)N(CC(=O)NCC2CCCO2)c2c(C)cccc2C)cc1 (stereo not drawn)
-0.8	i	4	COc1cc(OC)c(OC)cc1CNC(=O)c1cc(=O)[nH]c2ccccc12
-1.2	i	14	CCOc1cc(CNC(=O)CN2C(=O)c3ccccc3S2(=O)=O)ccc1OC
-1.6	i	14	CCOc1ccc(CSc2nc(C)cc(COC)c2C#N)cc1OCC
1.6	i	15	Cc1nn(C)c(C)c1Sc1ccccc1N
-1.7	i	1	NS(=O)(=O)c1ccc(CCNC(=O)C2CCN(S(=O)(=O)c3ccc(Br)s3)CC2)cc1
-2.4	i	-7	CN(C)CCn1c(=O)n(C2CCCCC2)c(=O)c2c3c(sc21)CCCCC3
0.7	i	27	COc1ccc(/C=C2\SC(=S)N(CCC(=O)NC3=NCCS3)C2=O)cc1OC
0.0	i	19	c1coc(CN2CCN(C(c3cccs3)c3nnnn3C3CCCC3)CC2)c1 (stereo not drawn)
-1.7	i	16	CC(=O)c1ccc(N2CCN(C(C)C(=O)NC3CCCc4ccccc43)CC2)cc1 (stereo not drawn)
0.8	i	39	O=C(Nc1c(-c2cccs2)nc2ccccn12)c1ccccc1F
-1.4	i	/	Cc1oc2cc(Br)c(O)c(Br)c2c1C(=O)c1ccccc1
-0.7	i	5	COc1ccccc1NC(=O)CCS(=O)(=O)c1ccc2c(c1)oc(=O)n2C
-0.8	i	22	CCOC(=O)c1c(NC(=O)c2cccnc2Cl)sc(C(=O)N(C)C)c1C
-1.1	i	4	Cc1ccc(-n2nnc3c(=O)n(CC(=O)N4CCCC4)cnc32)cc1
-0.6	i	31	Cc1ccc(C)c2c1[nH]c1ccccc12
-1.1	i	20	COc1cccc(C2c3c(C)nn(-c4ccc([N+](=O)[O-])cc4)c3N=C3C(=O)Nc4ccccc4N32)c1 (stereo not drawn)
-0.5	i	32	Cc1cccc(N2CCN(C(=O)CSc3nc4ccccc4nc3N3CC(C)OC(C)C3)CC2)c1C (stereo not drawn)
-2.9	i	29	O=C(COc1c(CO)cc(Br)cc1CO)NC1CCCc2ccccc21 (stereo not drawn)
-0.1	i	-8	Cc1c(NS(=O)(=O)c2ccc(NC(=O)CCC(=O)O)cc2)c(=O)n(-c2ccccc2)n1C
0.5	i	2	Cc1cccc2c1cnn2C(=O)Nc1ccccc1Cl
-1.6	i	13	CCCCC(O)(CCCC)C(=O)NN(C(=O)c1cccnc1Cl)c1ccccc1
0.9	i	11	O=C1NC(=Nc2ccc(Cl)cc2)SC1Cc1cc(Cl)ccc1Cl (stereo not drawn)
-0.1	i	-2	O=C(CCN1C(=O)/C(=C/c2ccccc2Cl)SC1=S)Nc1ccccc1C(=O)O
-5.5	i	17	CCOc1cc(C2C3=C(CC(C)(C)CC3=O)N(CCOC)C3=C2C(=O)CC(C)(C)C3)ccc1OC
-2.3	i	13	CCC(C)NC(=O)CN(C)S(=O)(=O)c1ccc2c(c1)c(=O)n(C)c(=O)n2C (stereo not drawn)
-2.9	i	31	CCOC(=O)C(=O)Nc1cc([N+](=O)[O-])ccc1C
-0.8	i	21	COc1cccc(CC(NC(C)=O)C(=O)NC2CCN(S(=O)(=O)c3ccc(F)cc3)CC2)c1OC (stereo not drawn)
-0.6	i	8	COc1cc(NC(=O)CCCNC(=O)Cn2cnc3sc(C)c(C)c3c2=O)cc(OC)c1OC

Next compounds:
STK33 kinase inh	KCNQ2 block	OX1R FRET antag	molecule
-0.3	i	8	O=C(COc1ccc2c(-c3ccccc3)cc(=O)oc2c1)NCCN1CCOCC1
-0.1	i	7	CCCc1oc2c(c(=O)c1CC)C(=O)CC(C)(C)C2
-1.4	i	7	CN1CCN(C(=O)c2ccc(Cl)c(S(=O)(=O)N3CCCCCC3)c2)CC1
-0.7	i	5	COC(=O)c1cnc(SC)nc1C
-0.6	/	9	Cc1c(NC(=O)c2cccc(NC(=O)Cc3c(F)cccc3Cl)c2)c(=O)n(-c2ccccc2)n1C
0.6	i	23	COc1ccc(C(=O)N2CCCC(Nc3ccc(C)c(C)c3)C2)c(OC)n1 (stereo not drawn)
1.0	i	6	Cc1ccccc1Cn1cc(NC(=O)c2cc(-c3cccs3)on2)cn1
0.0	/	13	CC(Oc1ccc(C(C)(C)C)cc1)C(=O)NCC(c1ccco1)N1CCCC1 (stereo not drawn)
-1.3	i	9	Cc1nc(NC(=O)c2cncc(Br)c2)ccc1Br
-0.2	i	2	CCOc1cccc(-c2cc(C(=O)NN)[nH]n2)c1
4.0	i	14	O=C(Cc1ccccc1)N/N=C/c1ccc[nH]1
-2.0	i	19	CCOc1ccccc1NC(=O)C(=O)N/N=C/c1cc(Br)ccc1O
-0.2	i	7	CCOc1ccc(C(=O)NC2CCCCCCC2)cc1
0.0	/	24	CC1CN(C(=O)COC(=O)/C=C/c2cccc([N+](=O)[O-])c2)CC(C)O1 (stereo not drawn)
0.4	i	10	Cc1cc(C(=O)NC2CCCCC2)c2cc(F)ccc2n1
-1.5	i	/	Cc1ccc(C(=O)O)cc1NS(=O)(=O)c1ccc2c(c1)oc(=O)n2C
0.3	i	-1	COc1cccc(NC(=O)COc2cc(C)cc3oc(=O)cc(C)c23)c1
-2.4	i	7	O=C(Cn1cccc1C(=O)c1ccccc1)NCc1ccco1
-1.2	i	25	COCCOC(=O)C(C#N)c1nc2ccccc2nc1N1CCCC1 (stereo not drawn)
2.2	i	-5	Cc1ccc(SC(CC(=O)c2ccc(F)cc2)C(=O)O)cc1 (stereo not drawn)
0.5	/	-5	CCN(C[C@H]1N[C@@](CC)(C(=O)OC)[C@H]2C(=O)N(C)C(=O)[C@@H]12)S(=O)(=O)c1ccc(OC)cc1
0.9	i	19	CCC(C(=O)NC1CCCC1)N(Cc1ccco1)C(=O)Cn1nnc(-c2ccc(C)cc2)n1 (stereo not drawn)
-0.2	i	7	C(=N\Nc1ccc2ccccc2n1)/c1ccc2c(c1)OCCO2
-1.3	i	3	CCOC(=O)/C=C/C(=O)OCC(=O)Nc1cccc(Cl)c1Cl
2.2	i	7	O=S(=O)(Nc1ccccn1)c1ccc(Br)cc1
-1.5	i	10	Cc1cc(NC(=O)C(=O)NCCN2CCN(C(=O)c3cccs3)CC2)ccc1Br
-2.1	i	12	Cn1c(=O)[nH]c(=O)c2c1nc(CN1CCN(c3ccccc3F)CC1)n2CC(N)=O
-2.8	i	15	O=C(CCN1CCN(c2ccccc2)CC1)Nc1ccccc1
-1.8	i	7	CN(C)S(=O)(=O)c1cccc(C(=O)Nc2cc3c(cc2C(=O)O)OCCCO3)c1
0.7	i	50*	CCCc1nc2nc(C)c(NS(=O)(=O)c3ccc([N+](=O)[O-])cc3)c(=O)n2[nH]1
0.0	i	18	COc1ccc(C2(C)NC(=O)N(CC(=O)Nc3ccc(C)cc3Br)C2=O)cc1OC (stereo not drawn)
0.7	i	7	CCNC(=S)SCCOc1ccccc1C
-1.2	i	17	O=C(O)[C@H]1CCCN1C(=O)c1ccccc1N1C(=O)[C@@H]2Cc3c([nH]c4ccccc34)C(c3cccc(Cl)c3)N2C1=O (stereo partly drawn)
-1.6	i	6	CCOC(=O)N1CCN(C(=S)Nc2ccc(C)cc2)CC1
-0.6	i	2	CC(C)OC(=O)c1ccc(N2CCN(c3ccc(F)cc3)CC2)nc1
-2.9	i	2	COCCCNCCOCCOc1ccccc1-c1ccccc1
0.3	i	-3	CSCC[C@H](NC(=O)N1CCn2c1nc1ccccc12)C(=O)N1CCCCC1
-1.8	i	21	CC(=O)Nc1cccc(NC(=O)CSc2nnnn2C(C)C)c1
-0.1	i	58*	CN(C)c1nc(N)nc(-c2nc3ccccc3s2)n1
0.7	i	21	Cc1cc(CNC(=O)CC2C(=O)NCCN2CC(c2ccccc2)c2ccccc2)on1 (stereo not drawn)
-0.6	i	7	Cn1cc(S(=O)(=O)N2CCCC2)cc1C(=O)NCc1ccc(F)cc1
-1.4	i	5	CCN1C(=O)/C(=C2\C=Cc3cc(C)ccc3N2CC)OC1=S
-1.3	i	-8	CCc1ccc(N2CC(C(=O)Nc3nnc(CC)s3)CC2=O)cc1 (stereo not drawn)
-1.2	i	4	O=[N+]([O-])c1ccccc1OCC(O)CN1CCN(CC(O)COc2ccccc2[N+](=O)[O-])CC1 (stereo not drawn)
-0.3	i	13	CCOc1cccc(C(=O)NC(=S)Nc2cccc(C)c2)c1
-0.8	i	7	Cc1cc(Nc2c(C)cccc2C)n2nc(C)nc2n1
-0.4	i	2	C=CCOc1c(Br)cc(/C=C(\C#N)C(N)=O)cc1OC
0.2	i	3	O=C1c2ccccc2C(Nc2ccc(S(=O)(=O)N3CCCCCC3)cc2)N1c1ccccn1 (stereo not drawn)
-0.5	i	2	CO/N=C/c1c(C(=O)OC)nn(-c2ccccc2)c1Cl
-0.5	i	7	CN(/N=C/c1ccc2c(c1)OCO2)c1ccccc1
-0.4	/	6	COc1cc(/C=N/Nc2ccc(Cl)c(C(=O)O)c2)ccc1OC(=O)c1cccs1

Of the compounds above, these have bromine:
STK33 kinase inh	KCNQ2 block	OX1R FRET antag	molecule
0.5	i	0	CCc1ccc(N2C(=O)Nc3ccc(Br)cc3C2(O)C(=O)NCCN(C)C)cc1 (stereo not drawn)
0.5	i	43	Cc1cc2cc(CCNC(=O)c3ccc(Br)o3)c(=O)[nH]c2cc1C
-1.7	i	1	NS(=O)(=O)c1ccc(CCNC(=O)C2CCN(S(=O)(=O)c3ccc(Br)s3)CC2)cc1
-1.4	i	/	Cc1oc2cc(Br)c(O)c(Br)c2c1C(=O)c1ccccc1
-2.9	i	29	O=C(COc1c(CO)cc(Br)cc1CO)NC1CCCc2ccccc21 (stereo not drawn)
-1.3	i	9	Cc1nc(NC(=O)c2cncc(Br)c2)ccc1Br
-2.0	i	19	CCOc1ccccc1NC(=O)C(=O)N/N=C/c1cc(Br)ccc1O
2.2	i	7	O=S(=O)(Nc1ccccn1)c1ccc(Br)cc1
-1.5	i	10	Cc1cc(NC(=O)C(=O)NCCN2CCN(C(=O)c3cccs3)CC2)ccc1Br
0.0	i	18	COc1ccc(C2(C)NC(=O)N(CC(=O)Nc3ccc(C)cc3Br)C2=O)cc1OC (stereo not drawn)
-0.4	i	2	C=CCOc1c(Br)cc(/C=C(\C#N)C(N)=O)cc1OC

Source: PubChem
